Dyrk1A ADPGlo – Dyrk1A (rat) kinase inhibition; inhibition, % at 12.5 µM; ADP-Glo luminescence, NFATc1 peptide; hit rate 0.43% among 310,000; AID 504441; Q63470; in the data active means inhibition above about 50%;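 further: plate controls were vehicle with enzyme for no effect and no enzyme for full effect; many of its hits are not listed in these tables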
IEC-6 tox – counter-screen for KLF5 inhibitors: cytotoxicity in IEC-6 cells. hit rate 0.78% among 290,000. IEC-6 cytotoxicity, luminescence viability. inhibition, % at 5 µM; in the data active means inhibition above about 22%;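 further: 0% = plate median of test compound wells and 100% = cytotoxic reference compound wells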
KLF5 inh – kruppel-like factor 5 inhibition; DLD-1 KLF5 promoter-luciferase reporter, luminescence; inhibition, % at 5 µM; hit rate 0.23% among 290,000;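 active means inhibition above a per-plate limit of that plate's mean compound inhibition plus 3 SD, cut at about 60% in these data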;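 further: 0% = DMSO wells and 100% = LY294002 at 200 µM; higher means less KLF5 promoter-driven luciferase light; inactives centre near -14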
HSP90 refold inh – inhibitors of HSP90 luciferase refolding in rabbit reticulocyte lysate. luciferase refolding luminescence, 3 h. inhibition, % at 5.6 µM. hit rate 0.91% among 290,000;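 active means inhibition above the screen-wide mean plus 3 SD, computed separately per campaign, cut at about 16% in these data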;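 further: 0% = DMSO wells and 100% = 60 µM geldanamycin wells; inhibitors lower the luminescence because luciferase stays unfolded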
HSF1 inhib – HSF1 inhibition; NIH3T3-HGL HSE-luciferase, MG132-induced, luminescence 8 h; hits give low values; activity change, negative = inhibition, % at 7.5 µM (by protocol); hit rate 0.77% among 300,000;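 active means more than half of replicate wells show activity change below -50%, luminescence cut by over half; inconclusive means some wells, but at most half, below -50%; inactive means no replicate well below -50%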;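 further: luciferase reports HSF-1 transcriptional activity via heat shock element; 0% = median of DMSO wells and -100% = zero luminescence signal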
Platelet DG rel – platelet dense granule release activity; human platelet-rich plasma, SFLLRN dense granule ATP release, luminescence; inhibition, %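 (compounds screened at 7.5 µM in platelet-rich plasma)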; hit rate 0.22% among 300,000; AID 1663;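 active means mean replicate score, as percent of positive control, at or above 50; inconclusive means mean below 50 but at least one replicate at or above 50; inactive means mean and every replicate below 50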
aSyn UTR inh – 5' untranslated region of α-synuclein, MLPCN primary screen. hit rate 0.82% among 300,000. alpha-synuclein 5'UTR reporter, inhibitor activity. inhibition, % (tested at 7.5 µM); in the data active means inhibition above about 60%; inconclusive means no clear call, values can overlap the other calls;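 further: H4 neuroglioblastoma cells stably carrying SNCA 5'UTR luciferase fusion; 0% = DMSO wells and 100% = positive control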
GSK3A inh – blocks human GSK-3 alpha kinase. hit rate 0.1% among 320,000. inhibition, % at 10 µM. ADP-Glo luminescence, 60 min. P49840;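 in the data active means inhibition above about 50%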;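 further: GST-tagged GSK-3 alpha with peptide substrate and 25 µM ATP; 0% = DMSO neutral wells and 100% = GW8510 positive control wells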
Target sequence (P49840 whole entry, looked up): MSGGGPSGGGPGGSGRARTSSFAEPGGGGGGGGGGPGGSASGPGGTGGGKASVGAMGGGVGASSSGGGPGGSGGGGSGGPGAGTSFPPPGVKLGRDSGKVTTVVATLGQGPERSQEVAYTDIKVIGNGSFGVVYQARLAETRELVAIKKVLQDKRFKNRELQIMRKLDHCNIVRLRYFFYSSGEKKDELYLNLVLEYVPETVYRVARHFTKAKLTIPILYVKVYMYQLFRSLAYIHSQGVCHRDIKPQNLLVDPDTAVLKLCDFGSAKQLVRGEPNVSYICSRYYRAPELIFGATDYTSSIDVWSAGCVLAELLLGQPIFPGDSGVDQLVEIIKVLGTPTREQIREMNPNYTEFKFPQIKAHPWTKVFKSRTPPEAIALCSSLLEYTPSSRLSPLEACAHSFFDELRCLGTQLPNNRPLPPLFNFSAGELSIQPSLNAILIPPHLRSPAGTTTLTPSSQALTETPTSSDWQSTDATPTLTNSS
GSK3B inh – inhibitors of human GSK3beta kinase; P49841; GST-GSK3beta kinase, ADP-Glo luminescence, 60 min; hits give low values; activity score (negative = inhibition), % at 10 µM; hit rate 0.038% among 300,000;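 active means more than half of replicate wells score below -50%, meaning over 50% inhibition versus plate controls; inconclusive means some replicates but at most half score below -50%; inactive means no replicate scores below -50%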;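 further: 0% = median DMSO wells and -100% = median GW8510 positive control wells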
Target sequence (P49841 whole entry, looked up): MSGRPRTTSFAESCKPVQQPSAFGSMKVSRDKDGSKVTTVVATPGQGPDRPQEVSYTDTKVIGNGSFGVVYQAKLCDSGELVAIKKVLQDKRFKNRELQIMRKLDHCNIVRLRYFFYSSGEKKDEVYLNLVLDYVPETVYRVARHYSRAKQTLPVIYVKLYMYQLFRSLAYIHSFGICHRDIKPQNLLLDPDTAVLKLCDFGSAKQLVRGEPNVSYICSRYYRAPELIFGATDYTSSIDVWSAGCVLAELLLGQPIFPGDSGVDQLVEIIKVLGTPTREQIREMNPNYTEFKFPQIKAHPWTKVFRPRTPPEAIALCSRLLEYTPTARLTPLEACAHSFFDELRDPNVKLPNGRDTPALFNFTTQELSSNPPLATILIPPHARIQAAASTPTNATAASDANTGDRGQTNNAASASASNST
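Assay system: GST-fused GSK3beta enzyme, cell-free / Medium: Tris pH 7.5 buffer with MgCl2, DTT, BSA, heparin / Also added: peptide substrate plus 25 µM ATP (final) / Compound: 10 µM single point / Timing: kinase reaction with compound 60 min at room temperature / Detection: ADP-Glo luminescence / Benchmarks: DMSO neutral wells and GW8510 at 20 µM as positive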
HSF1 activator – increases HSF-1 driven luciferase reporter signal. NIH3T3-HGL HSF-1 luciferase reporter, MG132, 8 h; 100% = twice DMSO control signal. activation, % at 9 µM. hit rate 1.7% among 300,000;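 active means mean replicate activation of at least 50% with a set share of replicates each reaching 50%; inconclusive means only one of those two conditions met; inactive means mean below 50% and too few replicates reaching it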;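 further: 0% = median of the neutral control wells and 100% = twice that signal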
* = called active by the depositor; ? = inconclusive; · = no result given.

SMILES	Dyrk1A ADPGlo	IEC-6 tox	KLF5 inh	HSP90 refold inh	HSF1 inhib	Platelet DG rel	aSyn UTR inh	GSK3A inh	GSK3B inh	HSF1 activator
CCN(CC)CCn1c(=S)[nH]c2cc(Cl)ccc2c1=O	13	-3	-14	1	-2	-1	17	-5	-1	-12
COc1ccc(O)c(/C=N\NC(=O)CCn2nnc3ccccc32)c1	21	3	-1	0	0	0	10	6	-6	0
O=C(NCC1COc2ccccc2O1)C1CCCN(S(=O)(=O)c2cccc3cccnc23)C1 (centres undefined)	10	0	-27	-2	·	·	·	·	·	·
COc1ccc(-c2ccc(=O)n(Cc3ccccc3)n2)cc1	·	9	7	14	8	7	-38	1	-2	2
CSc1nsc(/C=C/Nc2ccc(C)c(C)c2)c1C#N	4	-3	9	0	19	2	-36	-1	0	37
O=C(Nc1cccn(Cc2c(Cl)cccc2Cl)c1=O)c1c(Cl)cccc1Cl	0	-9	-10	-2	1	-14	20	1	-3	23
COC(=O)COn1c(SC(C)C)nc2ccccc2c1=O	3	2	-1	2	-2	2	13	-2	1	1
CC1(C)Cc2c(sc3ncn4c(=S)[nH]nc4c23)CO1	·	-1	-21	2	-2	16	-3	8	-4	16
COc1cc(CC(CC(=O)O)CC(C)OCc2ccccc2)cc(OC)c1 (centres undefined)	4	-6	-20	-2	-10	-16	15	-5	6	-5
Cc1cc(C)cc(N(C(=O)c2ccccn2)C(C(=O)NC2CCCCC2)c2cccs2)c1 (centres undefined)	6	2	4	-1	-12	15	10	10	4	0
O=C(CSc1cccc[n+]1[O-])Nc1cc(S(=O)(=O)N2CCOCC2)ccc1Cl	-4	0	-9	0	-9	-7	-18	8	2	-7
O=C(Nc1ccc(Br)cc1F)c1ccc2c(c1)N(Cc1ccccc1)C(=O)CS2=O (centres undefined)	12	-7	-7	4	-4	3	12	·	2	-2
Cc1cc(C(=O)CSc2ncccn2)c(C)n1-c1cccc(F)c1	1	-3	-154	-2	12	-11	-84	1	1	13
Cc1cccc(NC(=O)CCC(=O)OCc2ccc(Br)cc2)c1	-6	1	-7	-2	5	-5	10	-1	6	-1
CN(C)C(CNC(=O)c1ccc2ccccc2n1)c1ccccc1 (centres undefined)	6	-5	-4	-3	6	-3	36	1	1	5
COCCN1CC(CNC(=O)c2cc(COc3ccccc3SC)on2)CC1=O (centres undefined)	-1	-3	-31	4	-2	-8	11	-2	1	29
Cc1nn(C)cc1CN(C)Cc1ccc(OCC(O)CN2CCCCC2)cc1 (centres undefined)	2	-5	-13	-5	-8	-19	-18	-2	-1	1
Cc1c(NC(=S)NC(=O)c2cccc(Cl)c2)c(=O)n(-c2ccccc2)n1C	·	-5	-14	-2	4	-4	6	-1	3	0
COc1ccc(S(=O)(=O)N2CCC(C(=O)NC3CC3)CC2)cc1C	-4	-5	-29	0	-5	-9	-6	-1	·	10
COc1cccc(-c2nc(-c3ccc4c(c3)NC(=O)CO4)cs2)c1	-1	-4	-87	-2	25	1	-197	0	3	28
CCn1cc(C(=O)N2CCN(c3ccccc3)CC2)c(=O)c2cc(S(=O)(=O)N3CCOCC3)ccc21	1	-5	3	-2	-2	1	1	0	-1	-12
CCS(=O)(=O)Nc1ccccc1C(N)=O	-3	7	3	3	-11	4	6	-2	-7	-6
COc1cc2c(cc1OC)C(c1ccc([N+](=O)[O-])cc1)N(C(C)=O)CC2 (centres undefined)	·	0	-21	-5	0	-4	22	-1	2	-16
O=[N+]([O-])c1cc(S(=O)(=O)N2CCCC2)ccc1SCCO	0	4	-20	0	-3	-2	-14	-1	0	4
N#Cc1c(NCCO)ccc([N+](=O)[O-])c1NCCO	·	-2	-9	-5	2	3	9	0	-2	-9
O=C(CN1CCc2ccccc2C1)Nc1cc(S(=O)(=O)N2CCOCC2)ccc1N1CCCC1	0	-2	-14	-5	14	8	-6	-1	1	37
CC(=O)NCc1cccc(CNC(C)=O)n1	2	1	-7	1	-9	-1	9	3	-1	-3
CCOC(=O)c1cn2nc(-c3ccc(OC)cc3)cc2nc1C1CCN(C(=O)OC(C)(C)C)CC1	4	-9	-10	0	2	-2	23	·	1	21
O=C1[C@@H]2Cc3c([nH]c4ccccc34)C(c3ccccc3)N2C(=O)CN1CCO (some centres undefined)	-5	-3	-16	-3	2	-3	4	0	-1	4
COCCNC(=O)CCCn1c(=O)c2cc(OC)c(OC)cc2n(CC(=O)c2ccc(Cl)cc2)c1=O	·	0	-2	0	-5	1	12	1	3	-4
CCOC(=O)N1CCN(C(=O)CCCCCn2c(=S)[nH]c3cc4c(cc3c2=O)OCO4)CC1	2	-6	4	-1	-10	1	3	2	0	-15
CC(Sc1nc2ccccc2s1)C(=O)Nc1ccc2c(c1)OCO2 (centres undefined)	-7	-3	-15	-1	0	6	-27	-5	1	12
CCOC(=O)C(NC(=O)CC)(Nc1nc2c(s1)CCCC2)C(F)(F)F (centres undefined)	3	-2	16	-1	-7	-1	2	-2	3	2
COc1ccc2nc(NCCCNC(=O)c3cc(OC)c(OC)c(OC)c3)c(C#N)cc2c1	4	8	3	2	0	-2	10	0	-6	2
C=CCN=C(NC#N)SCc1ccccc1	-5	-3	-20	1	-24	1	16	-4	1	-41
CCOc1ccc(-c2n[nH]c(=S)c3ccccc23)cc1	0	13	-12	5	-3	3	21	-1	0	-13
NC(=O)Cn1cc(C(=O)C(=O)N2CCOCC2)c2ccccc21	-4	-2	-19	-1	-4	6	-8	1	1	1
COCCNS(=O)(=O)c1cccn1-c1ncc(C(F)(F)F)cc1Cl	5	-5	-19	-3	-2	-4	6	-2	-5	-9
Cc1ccc(OCC(=O)Nc2c[nH]c(=O)[nH]c2=O)cc1C	-1	-1	-9	0	-52*	4	20	-1	2	-64
CCOC(=O)c1sc(NC(=O)CN2CCN(c3ccccc3)CC2)nc1C	4	-1	-27	-6	-3	5	-1	-3	-3	11
CC(C)CCNC(=O)C(Cc1ccccc1)NS(=O)(=O)c1ccc2c(c1)c(=O)n(C)c(=O)n2C (centres undefined)	6	-2	-27	2	-1	10	11	1	0	5
CCCCn1c(=N)n(CC(O)COc2ccc(C)cc2)c2ccccc21 (centres undefined)	1	7	-2	4	-4	-7	1	2	5	-2
O=C(Nc1ccc(Cl)cc1)[C@@H]1[C@@H]2C(=O)N(c3ccc(Cl)cc3Cl)C(=O)[C@@H]2[C@H]2C=CC=NN21	·	1	3	2	3	8	-20	0	2	8
O=C(Cn1nc(C(F)(F)F)c2c1CCC2)Nc1ccccc1C(F)(F)F	-2	4	-2	-2	-2	14	-4	1	-2	-1
CCOc1ccc(NC(=O)CN(C)S(=O)(=O)c2ccc3c(c2)CCC(=O)N3)cc1	3	11	-18	-1	-6	-3	22	-1	-2	-9
COC(=O)c1cc2c(s1)-c1cc(F)ccc1OC2	8	0	-32	0	2	5	-16	0	-2	20
N#Cc1c(NC(=O)CCC(=O)O)sc2c1CCCCC2	·	-3	12	4	5	4	-4	3	-3	-13
COc1ccc(NC(=S)NCc2ccccc2)c(OC)c1	·	7	-6	-2	0	0	-3	-3	0	15
S=c1[nH]c(-c2ccc(Cl)cc2)cs1	2	-4	-93	-2	4	-4	-76	0	4	10
O=C(Nc1ccc(Oc2cccc3ccccc23)cc1)c1ccco1	2	6	-67	3	3	8	2	-1	1	18

(continued)
SMILES	Dyrk1A ADPGlo	IEC-6 tox	KLF5 inh	HSP90 refold inh	HSF1 inhib	Platelet DG rel	aSyn UTR inh	GSK3A inh	GSK3B inh	HSF1 activator
COCCCNCCCCOc1ccc(Br)cc1Cl	0	10	7	2	-4	5	-6	1	-1	1
CCS(=O)(=O)N1N=C(c2ccccc2)CC1c1ccc2nccnc2c1 (centres undefined)	·	-7	10	0	-7	-40	-15	-3	7	-12
COc1ccccc1N1CCN(c2ncnc3nc[nH]c23)CC1	13	-5	-4	-5	-6	-35	22	5	1	-6
CCOC(=O)c1cnc2ccc(OC)cc2c1Nc1ccc(N2CCN(C)CC2)cc1	44	-6	-13	1	20	2	-28	84*	-59*	?
CCOC(=O)c1[nH]c(C)c(C(=O)NCCCOC(C)C)c1C	1	2	-14	1	5	1	29	1	-1	-1
CCc1c(C#N)c(SCCC(=O)Nc2cccc(OC)c2)nc2c1C(=O)CC(C)(C)C2	4	6	-4	5	12	-2	18	-2	2	13
O=[N+]([O-])c1ccc(N2CCN(S(=O)(=O)c3ccccc3)CC2)cc1NCc1cccnc1	·	5	-30	2	20	-11	17	0	-1	25
N#Cc1ccccc1OCC(=O)Nc1ccc2c(c1)OCCCO2	0	6	-157	3	4	6	-160	0	-15	-9
COc1cccc(C(=O)COC(=O)c2ccc(NC(=O)c3ccccc3)cc2)c1	-1	2	-31	-2	7	-5	-22	-1	3	26
O=C(Nc1ccccc1N1CCOCC1)c1ccc2c(c1)OCO2	·	-3	3	-2	-4	2	11	11	-1	14
O=C(Cn1cc[n+](CC(=O)c2ccccc2)c1)c1ccccc1	4	-6	-6	2	0	15	11	-3	5	9
COc1cccc(NC(=O)Cn2c(=O)c3c(ncn3Cc3ccccc3)n(Cc3ccccc3)c2=O)c1	5	-1	-26	4	9	1	19	0	-1	19
CCC(=O)Oc1ccc(C(=O)Nc2c[nH]c(=O)[nH]c2=O)cc1	7	-2	-19	7	-2	21	-17	2	-5	-9
COC(=O)COc1ccc(-c2nccc(-c3ccccn3)n2)cc1	-1	-3	-8	1	-46	0	57	-3	0	-45
CCOc1ccc(NC(=O)CCSc2nc3c(c(CC)c2C#N)C(=O)CC(C)(C)C3)cc1	3	1	7	2	1	11	4	-1	2	2
CC(C)Oc1ccccc1/C=N/NC(=O)c1ccc(F)cc1	2	-3	-75	0	6	-14	-1	-1	1	26
COC(CNC(=O)c1ccc2c(c1)nc(C)n2-c1cccc(C)c1)OC	8	-3	-10	6	-7	0	2	-1	-3	-2
COc1ccc(NC(=O)C2CC(=O)N(CCc3ccc(Cl)cc3)C2)cc1 (centres undefined)	-11	-1	-34	-3	-1	-22	22	1	1	-9
Cc1ccc(S(=O)(=O)N2CCSC2c2ccco2)cc1 (centres undefined)	-3	-2	2	1	·	·	·	-4	5	·
Nc1ccc(-c2nc(-c3ccccc3)nc3ccccc23)cc1	-3	0	-6	-2	-13	3	33	5	-3	-17
COc1cccc(/C=N\n2c(C)nnc2C)c1OC	-37	-3	-6	0	5	14	0	1	0	0
O=C(O)C[C@H]1c2ccc(C(F)(F)F)cc2S(=O)(=O)N1C1CCCCC1	5	·	·	·	0	1	-10	-2	-1	2

Compound profiles, as listed above. Order of screens: Dyrk1A ADPGlo, IEC-6 tox, KLF5 inh, HSP90 refold inh, HSF1 inhib, Platelet DG rel, aSyn UTR inh, GSK3A inh, GSK3B inh, HSF1 activator
Record of CC(C)Oc1ccccc1/C=N/NC(=O)c1ccc(F)cc1 → 2, -3, -75, 0, 6, -14, -1, -1, 1, 26
Record of O=C(Cn1cc[n+](CC(=O)c2ccccc2)c1)c1ccccc1 → 4, -6, -6, 2, 0, 15, 11, -3, 5, 9

Screening results deposited in PubChem by several laboratories.

A portion of the library; rates above refer to the full screens.
